SW480 rerep – A quantitative high throughput screen for small molecules that induce DNA re-replication in SW480 colon adenocarcinoma cells | SW480 DNA re-replication, Hoechst DNA content imaging, 48 h | Potency, µM (series often up to 46.1 µM), inactives show at the top dose re-replication activation, most hits filed as activators | 340,000 compounds, 1.8% hits | AID 624297, 2012; note: potency is the fitted concentration of half-maximal effect; % of control where 0% means no effect; nearly all actives have a fitted effect of over 55% in size
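Image-based DNA-content assay: after two days of treatment, nuclei were labelled with the DNA dye Hoechst and imaged, and hits were compounds raising the count of nuclei showing high fluorescence intensity.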
IL1B secr inh – qHTS for Inhibitors of Inflammasome Signaling: IL-1-beta AlphaLISA Primary Screen | THP-1 LPS/ATP IL-1B secretion, AlphaLISA, 16 h; hits give low values | activity change, % at 57.5 µM | 360,000 compounds, 4.7% hits; in the data active = activity change below about -50%; inconclusive = mostly about -30% to -49%; note: % is set by controls: 0 for no effect and ±100 for the full control effect
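Secreted IL-1B measured by AlphaLISA bead assay after 16 h compound exposure of THP-1 cells; compounds (final up to 57.5 uM) added 1 h before LPS (250 ng/mL) and ATP (1.25 mM) stimulation; lower signal means less secretion.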
DRD3 agonist – qHTS of D3 Dopamine Receptor Agonist: qHTS. D(3) dopamine receptor (Homo sapiens), P35462. D3R DiscoveRx beta-arrestin cells, luminescence, 90 min. max activation, %. 410,000 compounds, 0.58% hits. AID 652048, 2013; in the data active = max activation above about 30%; note: 0% is about no effect; mostly tested at two doses, the higher about 12 µM
Target sequence (P35462 whole entry, looked up): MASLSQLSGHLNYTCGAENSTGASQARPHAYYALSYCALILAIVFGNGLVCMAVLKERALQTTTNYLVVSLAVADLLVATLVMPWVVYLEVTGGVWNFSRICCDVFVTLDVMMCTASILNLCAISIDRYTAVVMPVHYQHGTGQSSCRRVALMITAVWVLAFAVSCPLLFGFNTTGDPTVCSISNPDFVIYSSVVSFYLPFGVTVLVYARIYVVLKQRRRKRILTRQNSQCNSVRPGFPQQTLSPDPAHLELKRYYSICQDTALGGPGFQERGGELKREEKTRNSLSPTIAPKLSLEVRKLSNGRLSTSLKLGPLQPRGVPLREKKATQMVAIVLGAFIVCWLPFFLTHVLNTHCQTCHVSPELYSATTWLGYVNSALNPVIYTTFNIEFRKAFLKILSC
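Agonist-mode cell screen: cells plated at 1500/well and incubated overnight at 37 °C, then exposed to library compounds for 90 min at 37 °C. Detection reagent was added for 30–60 min at room temperature, and luminescence was read.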
HT1080NT lethal – qHTS for induction of synthetic lethality in tumor cells producing 2HG: qHTS for the HT-1080-NT fibrosarcoma cell line. HT-1080-NT fibrosarcoma viability, CellTiter-Glo ATP luminescence, 48 h. 360,000 compounds, 1.6% hits. Potency, µM (top dose mostly 46.1 µM), for the others: top-dose activity, negative = less viability, usual class: cytotoxic;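 note: NT is the 2HG producing partner of a matched IDH1 knockdown line; potency is the fitted concentration of half-maximal effect; 0% = DMSO-treated cells and -100% = media-only wells without cells; nearly all actives have a fitted effect of over 55% in size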
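Luminescent CellTiter-Glo readout after 48 hours of compound exposure at 37 degrees C defined viability of HT-1080-NT cells. Activity was normalized to DMSO wells and cell-free media wells; concentration-response curves were fitted and assigned curve classes.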
KB-V1 cytotox – qHTS assay for MDR1-selective chemotherapeutics: Primary screen using the drug-selected MDR subline cells KB-V1; Potency, µM (series often up to 46.1 µM), for the others: top-dose activity change, negative = cytotoxicity, usual class: cytotoxic; KB-V1 MDR cells viability, CellTiter-Glo, 72 h; 400,000 compounds, 3.4% hits; note: potency is the fitted concentration of half-maximal effect; % is set by controls: 0 for no effect and ±100 for the full control effect; nearly all actives have a fitted effect of over 60% in size
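qHTS viability screen in drug-selected KB-V1 MDR cells: 72 h compound treatment at 37 degrees C, ATP luminescence end point.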
HT1080 IDH1KD tx – qHTS for induction of synthetic lethality in tumor cells producing 2HG: qHTS for the HT-1080-IDH1KD cell line; HT-1080 IDH1 knockdown viability, ATP luminescence, 48 h; 360,000 compounds, 2% hits; Potency, µM (titrated, usually from 46.1 µM), without a hit: at the highest dose activity, negative = toxicity, hits mostly cytotoxic;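 note: potency is the fitted concentration of half-maximal effect; 0% = DMSO wells and -100% = cell-free medium wells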
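Viability of IDH1-knockdown HT-1080 fibrosarcoma cells was assessed by CellTiter-Glo after 48 h at 37 °C with titrated compound; concentration-effect curves were classified by fit quality and response size.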
KB-3-1 cytotox – qHTS assay for MDR1-selective chemotherapeutics: Primary screen using the parental adenocarcinoma cell KB-3-1; Potency, µM (top dose mostly 46.1 µM), inactives show top-dose activity change, negative = cytotoxic, most hits filed as cytotoxic; AID 1347075, 2019; KB-3-1 viability, CellTiter-Glo ATP luminescence, 72 h; 400,000 compounds, 1.4% hits; note: potency is the fitted concentration of half-maximal effect; % is set by controls: 0 for no effect and ±100 for the full control effect; nearly all actives have a fitted effect of over 60% in size
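Using CellTiter-Glo luminescence, growth of non-resistant KB-3-1 adenocarcinoma cells is assessed 72 h after pin-tool compound addition at 37 °C. Normalized responses across the concentration series yield fitted curves.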
MCF10A rerep – A quantitative high throughput screen for small molecules that induce DNA re-replication in MCF 10a normal breast cells | MCF 10A DNA re-replication, Hoechst nuclear intensity, 48 h | Potency, µM (series often up to 46.1 µM), for inactives: at the top dose activity, positive = re-replication, most hits filed as activators | 350,000 compounds, 2.9% hits; note: potency is the fitted concentration of half-maximal effect; % of control where 0% means no effect; nearly all actives have a fitted effect of over 50% in size
HEK293 tox – qHTS of GLP-1 Receptor Inverse Agonists: Cytotox Screen; AID 624418, 2012; HEK293 cAMP-luciferase reporter cells, luminescence, 24 h; 410,000 compounds, 0.13% hits; Potency, µM (titrated, usually from 38.3 µM), inactives show at the top dose activity change, negative = inhibition, usual class: inhibitors;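 note: loss of luciferase light is scored as toxicity; potency is the fitted concentration of half-maximal effect; % is set by controls: 0 for no effect and ±100 for the full control effect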
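To flag toxic compounds, the library was rerun on cells for 24 hr at 37 deg C and 5% CO2. Viability-linked luminescence was captured 12 min after adding luciferase detection reagent.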
* hit, by the source's call; [ ] = remark or other dose. Unless noted, calls come from the whole dose curve; as a rule, active = well fitted curve in the direction sought with a large enough effect; inconclusive = small, poorly fitted or top-dose-only effect, or another doubt; inactive = no such curve, though single readings can be large; an effect the other way counts as inactive or inconclusive. No enrichment for hits (roughly 11% active in at least one column).

Screening COc1ccccc1OCc1ccc(C(=O)OCC2CCCO2)o1 (stereo not drawn) returned SW480 rerep -2%, IL1B secr inh 22, DRD3 agonist -2, HT1080NT lethal 1%, KB-V1 cytotox -15%, HT1080 IDH1KD tx 9%, KB-3-1 cytotox 0%, MCF10A rerep -2% and HEK293 tox -23%.
Screening CC(C)C[C@H]1CN(CCCC[C@@H]2CNC(=O)C(=O)N2CCc2ccccc2)C(=O)C(=O)N1CCC1CCCCC1 returned IL1B secr inh 0, DRD3 agonist -10, HT1080NT lethal inconclusive, KB-V1 cytotox 2%, HT1080 IDH1KD tx -28%, KB-3-1 cytotox inconclusive and HEK293 tox -3%.
`O=C(Nc1ccccc1)[C@@H]1[C@@H]2C(=O)N(c3ccc(F)cc3)C(=O)[C@@H]2[C@H]2C=CC=NN21` gave SW480 rerep -5%, DRD3 agonist 2, HT1080NT lethal 9%, KB-V1 cytotox -7%, HT1080 IDH1KD tx 11%, KB-3-1 cytotox -4%, MCF10A rerep 0% and HEK293 tox 22%.
`Cc1nc(NC(=O)c2ccccc2)sc1-c1csc(NCc2ccco2)n1` gave SW480 rerep -2%, IL1B secr inh -16, DRD3 agonist 8, HT1080NT lethal inconclusive, KB-V1 cytotox inconclusive, HT1080 IDH1KD tx inconclusive, KB-3-1 cytotox -11%, MCF10A rerep -4% and HEK293 tox inconclusive.
`Cc1[nH]ccc(=O)c1OC1OC(CO)C(O)C(O)C1O` (stereo not drawn) gave SW480 rerep -22%, IL1B secr inh 12, DRD3 agonist 8, HT1080NT lethal 14%, KB-V1 cytotox 11%, HT1080 IDH1KD tx 16%, KB-3-1 cytotox 7%, MCF10A rerep 11% and HEK293 tox 6%.
For CCOc1cc(N2CCOCC2)c(OCC)cc1NC(=O)COC(=O)CCOc1cc(C)ccc1C the results were SW480 rerep 0%, IL1B secr inh -86*, DRD3 agonist -5, HT1080NT lethal -8%, KB-V1 cytotox 3%, HT1080 IDH1KD tx -5%, KB-3-1 cytotox 4%, MCF10A rerep inconclusive and HEK293 tox -1%.
CCn1c(=N)c(C(=O)NCc2ccccc2)cc2c(=O)n3cccc(C)c3nc21 was read as DRD3 agonist 0, KB-V1 cytotox 0%, KB-3-1 cytotox 8% and HEK293 tox 242%[activator].
Screening CCOc1ccc(-n2c(N)c(-c3nc4ccccc4n3C)c3nc4ccccc4nc32)cc1 returned SW480 rerep 16%, IL1B secr inh 58, DRD3 agonist 1, HT1080NT lethal 1%, KB-V1 cytotox -23%, HT1080 IDH1KD tx 7%, KB-3-1 cytotox -11%, MCF10A rerep -7% and HEK293 tox 26%.
Screening COc1cc(C(=O)c2nccc3cc(OC)c(OC)cc23)c([N+](=O)[O-])cc1OC returned SW480 rerep -16%, IL1B secr inh -2, DRD3 agonist 6, HT1080NT lethal -17%, KB-V1 cytotox inconclusive, HT1080 IDH1KD tx -11%, KB-3-1 cytotox -2%, MCF10A rerep -5% and HEK293 tox 9%.
CCSC1=N/C(=C\c2ccccc2)C(=O)N1c1ccc(OC)cc1 was read as SW480 rerep 18µM*, IL1B secr inh -5, DRD3 agonist 5, HT1080NT lethal 26%, KB-V1 cytotox 21%, HT1080 IDH1KD tx 11%, KB-3-1 cytotox 12%, MCF10A rerep 15µM* and HEK293 tox 5%.
CCN(C[C@H]1N[C@@](Cc2ccccc2)(C(=O)OC)[C@H]2C(=O)N(Cc3ccccc3)C(=O)[C@@H]12)C(=O)NC(C)C was read as SW480 rerep 6%, IL1B secr inh 24, DRD3 agonist 15, HT1080NT lethal 7%, KB-V1 cytotox 0%, HT1080 IDH1KD tx 10%, KB-3-1 cytotox 0%, MCF10A rerep 11% and HEK293 tox 2%.
`COc1cccc(OC)c1C(=O)Nc1ccc(CN2CCCCC2)cc1` gave SW480 rerep -2%, IL1B secr inh -7, DRD3 agonist 4, HT1080NT lethal -2%, KB-V1 cytotox 8%, HT1080 IDH1KD tx 4%, KB-3-1 cytotox 40%, MCF10A rerep 21% and HEK293 tox -22%.
`COc1ccc(CC(=O)NCc2ccc3c(c2)cc(C)n3C)cc1` gave SW480 rerep 112%[1.84 µM], IL1B secr inh -3, DRD3 agonist -3, HT1080NT lethal -3%, KB-V1 cytotox 3%, HT1080 IDH1KD tx -2%, KB-3-1 cytotox -10%, MCF10A rerep 3% and HEK293 tox 12%.
`COc1cc(C(=O)NCCCOC(C)C)ccc1OC1CCN(C(C)=O)CC1` gave SW480 rerep 61%, IL1B secr inh 0, DRD3 agonist 3, HT1080NT lethal 4%, KB-V1 cytotox 0%, HT1080 IDH1KD tx 0%, KB-3-1 cytotox -10%, MCF10A rerep -6% and HEK293 tox -4%.
For Cc1ccc(/C=C2\NC(=S)NC2=O)cc1[N+](=O)[O-] the results were SW480 rerep -17%, IL1B secr inh -12, DRD3 agonist -4, HT1080NT lethal 18%, KB-V1 cytotox 17%, HT1080 IDH1KD tx 5%, KB-3-1 cytotox -1%, MCF10A rerep -9% and HEK293 tox 3%.
For CCOc1ccc(Cn2c(=O)sc3ccccc32)cc1OC the results were SW480 rerep -6%, IL1B secr inh -1, DRD3 agonist 2, HT1080NT lethal -16%, KB-V1 cytotox 12µM*, HT1080 IDH1KD tx -8%, KB-3-1 cytotox inconclusive, MCF10A rerep inconclusive and HEK293 tox 5%.
Screening CCc1cc2cccc(C)c2nc1SCC(=O)Nc1cc(C)on1 returned SW480 rerep -6%, IL1B secr inh 28, DRD3 agonist 3, HT1080NT lethal inconclusive, KB-V1 cytotox -25%, HT1080 IDH1KD tx -16%, KB-3-1 cytotox -23%, MCF10A rerep inconclusive and HEK293 tox 18%.
COc1ccc(OC)c(NC(=O)CCc2nnc3ccc(N4CCC(C)CC4)nn23)c1 was read as SW480 rerep -2%, IL1B secr inh -50*, DRD3 agonist 0, HT1080NT lethal 0%, KB-V1 cytotox -1%, HT1080 IDH1KD tx 0%, KB-3-1 cytotox -1%, MCF10A rerep -2% and HEK293 tox 1%.
`Cc1ccc(S(=O)(=O)CCC(=O)N(C)C2CCCCC2)cc1` gave SW480 rerep -12%, IL1B secr inh 0, DRD3 agonist -7, HT1080NT lethal 1%, KB-V1 cytotox -10%, HT1080 IDH1KD tx 11%, KB-3-1 cytotox 8%, MCF10A rerep -5% and HEK293 tox -2%.
For COc1ccc(C(=O)Nc2ccc(Cl)cc2C(=O)N2CCOCC2)cc1 the results were SW480 rerep -2%, IL1B secr inh 0, DRD3 agonist 0, HT1080NT lethal 6%, HT1080 IDH1KD tx 0%, MCF10A rerep 3% and HEK293 tox 9%.

Fetched by compound from above (2):
COc1ccc(OC)c(NC(=O)CCc2nnc3ccc(N4CCC(C)CC4)nn23)c1 was read as SW480 rerep -2%, IL1B secr inh -50*, DRD3 agonist 0, HT1080NT lethal 0%, KB-V1 cytotox -1%, HT1080 IDH1KD tx 0%, KB-3-1 cytotox -1%, MCF10A rerep -2% and HEK293 tox 1%.
`Cc1[nH]ccc(=O)c1OC1OC(CO)C(O)C(O)C1O` (stereo not drawn) gave SW480 rerep -22%, IL1B secr inh 12, DRD3 agonist 8, HT1080NT lethal 14%, KB-V1 cytotox 11%, HT1080 IDH1KD tx 16%, KB-3-1 cytotox 7%, MCF10A rerep 11% and HEK293 tox 6%.

The main list resumes; the 2 compounds before the break are reprinted first.
`Cc1ccc(S(=O)(=O)CCC(=O)N(C)C2CCCCC2)cc1` gave SW480 rerep -12%, IL1B secr inh 0, DRD3 agonist -7, HT1080NT lethal 1%, KB-V1 cytotox -10%, HT1080 IDH1KD tx 11%, KB-3-1 cytotox 8%, MCF10A rerep -5% and HEK293 tox -2%.
For COc1ccc(C(=O)Nc2ccc(Cl)cc2C(=O)N2CCOCC2)cc1 the results were SW480 rerep -2%, IL1B secr inh 0, DRD3 agonist 0, HT1080NT lethal 6%, HT1080 IDH1KD tx 0%, MCF10A rerep 3% and HEK293 tox 9%.
For Cn1c(CC(=O)Nc2ccc(Cl)c(Cl)c2)nnc1SCC(=O)N1CCN(c2ccccc2)CC1 the results were SW480 rerep inconclusive, IL1B secr inh -29, DRD3 agonist 18, HT1080NT lethal inconclusive, KB-V1 cytotox 3%, HT1080 IDH1KD tx inconclusive, KB-3-1 cytotox 0%, MCF10A rerep 9% and HEK293 tox -12%.
For CC1CC1C(=O)OCC(=O)NNC(=O)c1ccc([N+](=O)[O-])cc1 (stereo not drawn) the results were SW480 rerep -3%, IL1B secr inh 16, DRD3 agonist 10, HT1080NT lethal 1%, KB-V1 cytotox 1%, HT1080 IDH1KD tx 9%, KB-3-1 cytotox -7%, MCF10A rerep -5% and HEK293 tox -13%.
COc1ccc(OC)c(C(C)NC(=O)c2ccco2)c1 (stereo not drawn) was read as SW480 rerep -8%, IL1B secr inh 7, DRD3 agonist -7, HT1080NT lethal inconclusive, KB-V1 cytotox inconclusive, HT1080 IDH1KD tx -28%, KB-3-1 cytotox inconclusive, MCF10A rerep -3% and HEK293 tox inconclusive.
Screening CCc1ccc(NC(=O)Cn2c(=O)oc3cc(S(=O)(=O)NCc4ccccc4)ccc32)cc1 returned DRD3 agonist -1, KB-V1 cytotox inconclusive, KB-3-1 cytotox -25% and HEK293 tox 7%.
COc1ccc(C(=O)CSc2nc3ccccc3n2CC(=O)c2ccccc2)cc1 was read as SW480 rerep 15%, IL1B secr inh -25, DRD3 agonist 22, HT1080NT lethal -16%, KB-V1 cytotox inconclusive, HT1080 IDH1KD tx -5%, KB-3-1 cytotox 0%, MCF10A rerep 4% and HEK293 tox -17%.

Bioassay records deposited in PubChem by National Center for Advancing Translational Sciences (NCATS).
